# BLM helicase inh: Bloom syndrome helicase (human) inhibition; recombinant BLM DNA unwinding, fluorescence dequenching; Potency, µM (series often up to 56.1 µM), inactives show at the top dose activity change, negative = inhibition, usual class: inhibitors; 350,000 compounds, 0.2% hits; AID 2528;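 note: plate controls were vehicle for no effect and no enzyme for full effect; nearly all actives have a fitted effect of over 35% in size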
# G9a block: inhibitors of human histone lysine methyltransferase G9a | G9a H3K9 monomethylation, AlphaScreen, 2 h | Potency, µM (doses to about 102 µM), for the others: at the top dose activity, negative = inhibition, most hits filed as inhibitors | 350,000 compounds, 8.8% hits | AID 504332; note: % is set by controls: 0 for no effect and ±100 for the full control effect; nearly all actives have a fitted effect of over 75% in size
#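 Quantitative HTS format: methyltransferase activity on a biotin-tagged H3K9 peptide is measured by AlphaScreen, using a rabbit anti-monomethyl-H3K9 antibody with streptavidin donor and anti-IgG acceptor beads. Final levels are 20 nM enzyme, 500 nM peptide, 20 uM SAM; 2 h RT.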
# BAZ2B block: blocks human BAZ2B | AID 504333 | AlphaScreen BAZ2B-H3K14Ac peptide displacement | 360,000 compounds, 4.4% hits | Q9UIF8 | Potency, µM (series often up to 114 µM), inactives show top-dose activity change, negative = inhibition, hits mostly inhibitors; note: % is set by controls: 0 for no effect and ±100 for the full control effect; nearly all actives have a fitted effect of over 60% in size
#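 Compounds, titrated to a top concentration of 110 uM, were incubated 30 min at room temperature with preformed BAZ2B/acetyl-K14 H3 peptide complex (50 nM each). Proximity signal was measured by AlphaScreen after 20 min with beads.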
# Pol beta inh: blocks human DNA polymerase beta activity. Potency, µM (series often up to 114 µM), for inactives: at the highest dose activity change, negative = inhibition, hits mostly inhibitors. P06746. Pol beta primer extension/strand displacement, fluorescence kinetic. AID 485314. 340,000 compounds, 1.3% hits; note: % is set by controls: 0 for no effect and ±100 for the full control effect
#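 Curves were derived by four-parameter Hill fits of normalized qHTS data. The kinetic fluorescent primer-extension read was taken at 0 and 10 min after 50 nM substrate, following a 15 min room-temperature preincubation of 10 nM enzyme with compounds.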
# APEX1 inh: blocks human APE1 abasic DNA cleavage | Potency, µM (doses to about 65.8 µM), for inactives: top-dose activity change, negative = inhibition, hits mostly inhibitors | P27695 | AID 2517 | recombinant APE1, TAMRA/BHQ-2 abasic DNA cleavage fluorescence | 350,000 compounds, 0.35% hits;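 note: plate controls were vehicle for no effect and reference inhibitor for full effect; nearly all actives have a fitted effect of over 55% in size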
#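 APE1 at 0.75 nM final was preincubated with compound 15 min at room temperature, then 50 nM double-stranded THF abasic-site substrate (5'-TAMRA/3'-BHQ-2) was added. Fluorescence (ex 525/em 598 nm) was read kinetically; third-minus-first read gave activity.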
# JMJD2A Tudor: inhibitors of human JMJD2A Tudor domain; AlphaScreen JMJD2A-Tudor / H3K4me3 peptide binding; Potency, µM (titrated, usually from 114 µM), without a hit: at the top dose activity change, negative = inhibition, most hits filed as inhibitors; 390,000 compounds, 4.4% hits; AID 504339; note: % is set by controls: 0 for no effect and ±100 for the full control effect; nearly all actives have a fitted effect of over 50% in size
# POLK inh: blocks human DNA polymerase kappa activity | Q9UBT6 | AID 588579 | 400,000 compounds, 0.53% hits | Potency, µM (series often up to 107 µM), for inactives: top-dose activity, negative = inhibition, most hits filed as inhibitors | purified Pol kappa, fluorescent DNA synthesis assay, 10 min; note: % is set by controls: 0 for no effect and ±100 for the full control effect
# Target sequence (Q9UBT6 whole entry, looked up): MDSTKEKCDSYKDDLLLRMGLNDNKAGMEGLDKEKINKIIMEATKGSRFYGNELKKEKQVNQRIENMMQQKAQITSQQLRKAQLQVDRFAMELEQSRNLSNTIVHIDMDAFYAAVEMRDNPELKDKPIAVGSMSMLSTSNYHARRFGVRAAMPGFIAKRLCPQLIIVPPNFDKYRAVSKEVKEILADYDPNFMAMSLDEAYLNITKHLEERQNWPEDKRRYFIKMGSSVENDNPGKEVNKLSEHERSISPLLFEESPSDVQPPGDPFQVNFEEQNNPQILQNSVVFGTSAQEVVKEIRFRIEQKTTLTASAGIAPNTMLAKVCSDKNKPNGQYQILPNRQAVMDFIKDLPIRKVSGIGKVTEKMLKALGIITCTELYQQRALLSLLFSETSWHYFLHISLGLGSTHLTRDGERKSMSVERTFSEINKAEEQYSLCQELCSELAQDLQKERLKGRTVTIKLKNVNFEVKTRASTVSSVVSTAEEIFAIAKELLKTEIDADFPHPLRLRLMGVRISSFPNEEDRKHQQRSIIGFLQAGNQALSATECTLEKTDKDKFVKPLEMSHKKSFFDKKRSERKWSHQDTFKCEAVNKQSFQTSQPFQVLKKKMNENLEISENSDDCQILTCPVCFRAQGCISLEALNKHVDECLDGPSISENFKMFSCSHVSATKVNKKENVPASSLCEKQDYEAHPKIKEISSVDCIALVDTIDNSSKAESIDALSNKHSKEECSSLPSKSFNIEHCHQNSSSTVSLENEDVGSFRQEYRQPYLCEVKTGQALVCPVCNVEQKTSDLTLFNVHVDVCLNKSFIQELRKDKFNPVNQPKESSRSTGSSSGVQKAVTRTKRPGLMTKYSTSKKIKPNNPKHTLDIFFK
#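 Fluorescent qHTS in 1536-well format: enzyme (10 nM) and compound sat 15 min at room temperature before 50 nM substrate (final) was added. Signal taken at 0 and 10 min; no-enzyme buffer wells were negative controls.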
# POLH inh: blocks human DNA polymerase eta activity | 390,000 compounds, 1.2% hits | Q9Y253 | Potency, µM (doses to about 114 µM), inactives show at the highest dose activity change, negative = inhibition, most hits filed as inhibitors | recombinant Pol eta, fluorescent DNA replication assay; note: % is set by controls: 0 for no effect and ±100 for the full control effect
#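 Pol eta at 10 nM preincubated with compounds 15 min at room temperature; reaction started with fluorescent substrate (50 nM final) and read kinetically at 0 and 10 min.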
# Pol iota inh: inhibitors of human DNA polymerase iota | Pol iota fluorescent replication assay, 10 min | Q9UNA4 | Potency, µM (top dose mostly 115 µM), inactives show top-dose activity, negative = inhibition, most hits filed as inhibitors | 390,000 compounds, 1% hits
#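 Pol iota at 10 nM preincubated 15 min with compounds at room temperature; reaction started with fluorescent substrate, 50 nM final. Fluorescence read kinetically at 0 and 10 min; buffer-only wells as negative control.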
# The depositor's hits bear a star; ? = inconclusive; . = no result given; & = joins results of further samples; [ ] = another dose, or the depositor's remark. Calls come from the whole dose curve; as a rule, active = well fitted curve in the direction sought with a large enough effect; inconclusive = small, poorly fitted or top-dose-only effect, or another doubt; inactive = no such curve, though single readings can be large; an effect the other way counts as inactive or inconclusive. Potency is the fitted concentration of half-maximal effect. Some of the compounds tested; count on the stated rates, not on these rows.
SMILES,BLM helicase inh,G9a block,BAZ2B block,Pol beta inh,APEX1 inh,JMJD2A Tudor,POLK inh,POLH inh,Pol iota inh
CCCn1c(SCC(=O)NC2CCCCC2)nnc1C1CC1,0%,.,-1%,52%,-11%,-6%,-13%,-5%,10%
Cc1ccc(-n2c3c(cc(C(=O)O)c2=O)C(=O)CC(C)(C)C3)cc1,-1%,-21%[12.7 µM],5%,1%,2%,-9%,-5%,5%,6%
O=C(c1cnn(-c2ccc(F)cc2)c1-n1cccc1)N1CCN(c2ccc(Cl)cc2)CC1,-6%,?,-16%,2%,.,-22%,2%,-7%,4%
Cc1ccc(C(=O)c2cccc(N)c2)cc1C,2%,31%,-10%,50%[activator],13%,-20%,2%,-5%,-8%
Nc1nc(-c2ccccc2)cc(N2CCCCC2)n1,3%,-2%,1%,15%,-3%,-21%,1%,0%,8%
O=C(Nc1ccc(C2=NCCN2)cc1)c1ccc(C(=O)Nc2ccc(C3=NCCN3)cc2)c([N+](=O)[O-])c1,?,40µM*,?,2.2µM*,0%,?,45µM*,?,10µM*
Cc1cc(NC(=O)C(C)SCC(=O)N(C)Cc2c(F)cccc2Cl)no1 (stereo not given),.,.,.,.,3%,-10%,-8%,-6%,?
Cn1nnnc1SCC(=O)N(C1CCCCC1)C1CCCCC1,1%,6%,10%,21%,1%,-14%,-8%,-6%,4%
CC(OC(=O)COc1ccc(C#N)cc1)C(=O)Nc1ccc(Cl)cn1 (stereo not given),.,-6%,0%,.,21%,-14%,5%,-5%,45%[activator]
O=C(COC(=O)c1n[nH]c(=O)c2ccccc12)c1ccc(Cl)cc1,-3%,11%[59 µM],4%,-27%,-2%,-9%,0%,-4%,30%[activator]
Cc1ccc(NC(=S)N(CCCN2CCC(C)CC2)Cc2ccco2)cc1C,-2%,-11%,?,0%,0%,-22%,-7%,0%,33%[activator]
O=C(COC(=O)c1ccc2c(c1)OCO2)Nc1ccccc1,-3%,20%[0.0925 µM],1%,-9%,0%,-12%,3%,-16%,-9%
O=C(COC(=O)c1cn(-c2ccccc2)nc1-c1ccccc1)c1cccc([N+](=O)[O-])c1,-6%,?,-2%,51%,14%,-18%,-3%,-14%,14%
O=C1N(c2ccccc2C(F)(F)F)O[C@]1(c1ccccc1)C1CCCCC1,.,1%[0.501 µM],61%[activator],.,20%,33%,-15%,-16%,12%
Cc1cccc(C(=O)NC(C)C2CC3CCC2C3)c1 (stereo not given),.,.,.,.,.,-10%,0%,-3%,-7%
CC(C)(C)NC(=O)Cn1cc(S(=O)(=O)Cc2ccc(F)cc2)c2ccccc21,-4%,7%[59 µM],3%,1%,.,-14%,-1%,16%,14%
Cn1c(=O)c(C(=O)CCl)c(N)n(CC2CC2)c1=O,-2%,-8%,-21%,?,-3%,-13%,12%,-8%,26%
Cc1ccc(C2=NN(CC(=O)NCCc3ccc(Cl)cc3)C(=O)CC2)cc1,-11%,-8%[59 µM],28%,-9%,.,-29%,-1%[60.1 µM],-12%,3%
COc1cccc(NC(=O)CN(C)C(=O)/C=C/c2cn(-c3ccccc3)nc2-c2ccc(OC)c(OC)c2)c1,.,.,.,.,.,-21%,1%,-21%,34%[activator]
Cc1ccc2c(C)nc(NC3=NCN(Cc4ccccc4)CN3)nc2c1,39%[activator],-8%[59 µM],0%,1%,-8%,.,.,.,.
CC1=NN(C(N)=S)C(=O)C1N=Nc1cccc(C)c1 (stereo not given),-1%,31%[59 µM],2%,5%,-3%,-25%,-15%,-10%,1%
Cn1c(=O)c2c(nc(Oc3cccc(O)c3)n2C)n(C)c1=O,-1%,20%,0%,34%,2%,-8%,-1%,-1%,130%[activator]
COc1ccc(OC)c(CNC(=O)CN(c2ccc(C)cc2)S(=O)(=O)N(C)C)c1,-3%,-6%[59 µM],-16%,3%,.,-21%,2%,-21%,28%
CCC(=O)Nc1ccc(NC(=O)CSc2nnc(-c3ccco3)n2C)cc1,2%,20%,-16%,19%,18%,-8%,6%,-8%,120%[activator]
CCOc1ccccc1NC(=O)CSc1nc2ccccc2nc1N1CCOCC1,-6%&-10%,28%,22%&39%,2%&-1%,-12%,17%&29%,-5%&-1%,-25%&-22%,13%&-1%
O=C(NCCS(=O)(=O)NCc1ccccn1)c1ccccc1,.,61%[activator],4%,.,1%,2.8µM*,-18%,-14%,73%[activator]
Cc1ccc(NC(=S)N2CCN(S(C)(=O)=O)CC2)cc1Cl,-1%,49%,-11%,41%,14%,-5%,-13%,-10%,36%[activator]
COc1c(N2CCN(C(=S)NC3CC4CCC3C4)C(C)C2)c(F)cc2c(=O)c(C(=O)O)cn(C3CC3)c12 (stereo not given),-4%,5%,?,-10%,6%,-15%,5%,-20%,20%
Cn1c(SCC(=O)NC(C)(C)C)nnc1-c1cnccn1,-2%,6%,2%,32%,0%,?,-8%,10%,14%
CCOC(=O)C1CCN(C(=O)c2ccc(CNS(=O)(=O)c3ccc(C)cc3)cc2)CC1,-2%,?,7%,3%,?,-3%,-1%,-20%,48%[activator]

# Full records, quoted from the list.
# CCC(=O)Nc1ccc(NC(=O)CSc2nnc(-c3ccco3)n2C)cc1 across the screens: BLM helicase inh: 2%; G9a block: 20%; BAZ2B block: -16%; Pol beta inh: 19%; APEX1 inh: 18%; JMJD2A Tudor: -8%; POLK inh: 6%; POLH inh: -8%; Pol iota inh: 120%[activator]
# O=C(NCCS(=O)(=O)NCc1ccccn1)c1ccccc1 across the screens: BLM helicase inh: .; G9a block: 61%[activator]; BAZ2B block: 4%; Pol beta inh: .; APEX1 inh: 1%; JMJD2A Tudor: 2.8µM*; POLK inh: -18%; POLH inh: -14%; Pol iota inh: 73%[activator]

# (cont.)
SMILES,BLM helicase inh,G9a block,BAZ2B block,Pol beta inh,APEX1 inh,JMJD2A Tudor,POLK inh,POLH inh,Pol iota inh
Cc1nn(C(C)C)c(C)c1CN1CCC(C(=O)Nc2cccc(-c3cccc(F)c3)c2)CC1,-6%,.,-8%,1%,-11%,-24%,-6%,?,22%
Cc1ccc(N(CC(=O)NC2CCCC2)C(=O)c2c(C)noc2C)cc1C,-4%,10%,3%[57.1 µM],15%,3%,0%,-10%,-5%,19%
Cc1cccc(N2CCN(Cc3nnc(-c4ccccc4C)o3)CC2C)c1 (stereo not given),-3%,?,?,10%,.,79µM*,4%,-11%,-10%
Cc1ccc2nc(NCCc3ccccc3)c3nncn3c2c1,-5%&-3%,12%,-3%&-3%,4%&-20%,26%,-9%&6%,-1%&-19%,-3%&-13%,-13%&7%
CCOC(=O)CC1CCCCN1C(=O)c1ccc2oc(CCc3ccccc3)nc2c1 (stereo not given),-2%,14%,-4%[57.1 µM],-27%,27%,-8%,5%,-15%,-11%
CCCCn1cnc2c(oc3ccccc32)c1=O,-4%,16%,-1%,-1%,67%[activator],1%,6%,4%,-21%
Cc1ccc(-n2ncc(C(=O)NCc3cccs3)c2C2CCN(C(=O)OC(C)(C)C)CC2)c(C)c1,-12%,-35%[59 µM],-5%[57.1 µM],-8%,.,-29%,-4%,-16%,3%
Cc1ccccc1NC(=O)CN1CCN(C(=O)c2ccco2)CC1,-2%,18%,-14%,-10%,46%,0%,5%,-10%,42%[activator]
Cc1ccc(C)c(CSC2=NN3CCCC(=O)N=C3S2)c1,-9%,23%,-4%,?,-2%,-13%,-2%,-1%,-25%
COc1ccc(NC(=O)c2nc(-n3nc(C)cc3C)ccc2Cl)cc1Cl,1%,8%[59 µM],-1%,-15%,-1%,-10%,-7%,-21%,34%[activator]
Cc1ccccc1NS(=O)(=O)c1ccc2oc(=O)ccc2c1,0%,?,1%,1%,-7%,8%,3%,-14%,-2%
COc1ccc2c(=O)c(N3C(=O)c4ccccc4C3=O)c(C)oc2c1,-2%,5%,-2%,13%,-1%,-15%,0%,-11%,20%
CSc1nnc2c(n1)OC(C1CC=C(C)CC1)Nc1ccccc1-2 (stereo not given),-4%,7%[59 µM],.,6%,11%,.,.,.,.
CC(CCc1ccccc1)NCc1ccncc1 (stereo not given),1%,-31%[12.7 µM],-9%,0%,-1%,-19%,-3%,-10%,?
Cc1ccc(C(C)C)c(OCCSc2nc3ccccc3n2CC(=O)O)c1,-5%,-48%,-19%,-5%,31%,-10%,-5%,-3%,-14%
CCOc1ccc2c(c1)/C(=N/N1C(=O)c3ccccc3C1=O)C(=O)N2,-2%,-5%[59 µM],-6%,1%,4%,-11%,3%,-6%,72%[activator]
Cc1nn(CC(=O)Nc2ccc3c(c2)nc(CCN2CCCCC2)n3C)c(=O)c2ccccc12,4%,8%[59 µM],14%,14%,-3%,-11%,-5%,0%,-4%
Cn1cc(Cl)c(C(=O)Nc2nc3ccc(Cl)cc3s2)n1,-5%,19%[59 µM],-7%,0%,2%,-12%,-7%,-3%,35%[activator]
COc1ccccc1NC(=O)CCCc1nnc2n(C)c(=O)c3sccc3n12,1%&-5%,12%,7%&6%,40%&-9%,25%,-20%&1%,-14%&-17%,-6%,19%&-20%
O=C(NCCc1ccc2c(c1)OCO2)C1CCN(S(=O)(=O)c2ccc(Cl)cc2)CC1,-1%,7%[59 µM],-5%,15%,-5%,-10%,0%,-13%,34%[activator]
CCCN(CCC)Cc1c(C(=O)OCC)nnn1-c1nonc1N,-4%,?,-6%,9%,-3%,-4%,-19%,-9%,9%
COCCCC1CCN(C(=O)C2CCC(=O)N(Cc3ccccc3F)C2)CC1 (stereo not given),-1%,14%,-23%,8%,16%,-9%,-10%,-17%,-23%
Cc1nn(CC2CC2)c(=O)n1-c1ccc(C(C)C)cc1,-4%,-4%,-10%,5%,6%,-11%,-13%,-6%,47%[activator]
CCOc1ccc(-c2cn(CCC#N)cn2)cc1,2%,1%,-5%,3%,0%,-28%,-18%,0%,?
Cc1ccc(-c2csc(NC(=O)CSc3nnc4c(n3)[nH]c3ccccc34)n2)cc1,-2%,-6%,3%,5%,?,8%,-11%,?,9%
O=Cc1c(-c2ccc(Cl)cc2)oc2ccc(O)cc12,.,.,.,.,.,?,?,45µM*,?
CCOC(=O)c1c2n(c3ccc(OC(C)=O)cc13)CCC2,-1%,?,-2%,5%,12%,-6%,-7%,1%,12%
